# TRPML3 ag – human mucolipin-3 channel agonism. actives 0.29% (n = 220,000). HEK293 TRPML3-YFP, Fluo-8 calcium fluorescence; 100% = the carbachol control signal. activation, % at 3 µM;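 active means activation above its plate's cutoff, the mean activation of the plate's test wells plus 3 SD, cut at about 12% in these data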;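 further: 0% = DMSO only wells and 100% = carbachol wells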
# Target sequence (Q8TDD5 whole entry, looked up): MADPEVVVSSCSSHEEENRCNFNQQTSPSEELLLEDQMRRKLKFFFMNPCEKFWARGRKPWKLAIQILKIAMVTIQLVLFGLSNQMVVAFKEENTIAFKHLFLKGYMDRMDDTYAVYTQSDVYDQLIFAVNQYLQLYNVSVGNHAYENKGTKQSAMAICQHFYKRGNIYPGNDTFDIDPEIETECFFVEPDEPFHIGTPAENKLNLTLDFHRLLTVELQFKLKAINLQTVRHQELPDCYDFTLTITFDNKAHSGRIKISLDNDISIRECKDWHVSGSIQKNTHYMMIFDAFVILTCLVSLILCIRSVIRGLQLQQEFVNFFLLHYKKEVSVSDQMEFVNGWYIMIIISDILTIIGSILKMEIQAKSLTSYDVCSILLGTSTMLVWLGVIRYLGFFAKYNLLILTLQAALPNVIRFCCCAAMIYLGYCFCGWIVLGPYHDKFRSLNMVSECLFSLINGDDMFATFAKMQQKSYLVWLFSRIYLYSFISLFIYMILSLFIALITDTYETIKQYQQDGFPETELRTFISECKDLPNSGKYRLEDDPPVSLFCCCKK
#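 system = HEK293 cells stably carrying human TRPML3-YFP | doses = one concentration, 3 µM nominal, 0.3% DMSO | timing = dye loading 1 h 37 °C then 30 min ambient, 125 s read | detection = Fluo-8 calcium dye fluorescence, ex 470-495, em 515-575 nm | benchmarks = high control carbachol 87 µM, low control DMSO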
# zfTRPN1 agonist – zebrafish TRPN1 (NompC) channel agonism | AID 1424 | activation, % at 3 µM | actives 0.18% (n = 220,000) | HEK293 zebrafish TRPN1-YFP, Fluo-8 calcium fluorescence; 100% = response to 87 µM carbachol;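 active means activation above its plate's cutoff, the mean activation of test wells on that plate plus 3 SD, cut at about 19% in these data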;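 further: 0% = DMSO alone and 100% = 87 µM carbachol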
#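 Assay system: Zebrafish TRPN1-YFP in HEK293 cells | Incubation: Dye loading 1 h at 37 °C, then 30 min room temperature | Measured by: Kinetic Fluo-8 fluorescence, ex 470-495, em 515-575 nm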
# NPY1 pot ag – potentiators or agonists of human neuropeptide Y receptor Y1; P25929; activation, % at 3.6 µM; NPY-Y1 expressing cells, potentiator/agonist activation; AID 1304; actives 0.37% (n = 220,000); in the data active means activation above about 33%, passing the limit was not always enough;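 further: cells stimulated with NPY at EC10 then isoproterenol at EC100; 0% = low agonist plus stimulus and 100% = saturating agonist plus stimulus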
# CHOP inh – CHOP inhibition in unfolded protein response; AID 2732; CHO-K1 CHOP-promoter luciferase, tunicamycin-induced, 15-18 h; inhibition, % at 10 µM; actives 3.8% (n = 220,000);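 active means compounds that reduced the stress-induced luciferase reporter signal by more than about 70% of percent inhibition, limit read from the data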;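 further: 0% = tunicamycin plus vehicle and 100% = wells without tunicamycin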
# NPY-Y2 PAM-ag – human NPY-Y2 potentiation or agonism, primary screen; cells expressing NPY-Y2, potentiator/agonist read-out; actives 0.45% (n = 220,000); activation, % at 3.6 µM; P49146; in the data active means activation above about 27%;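 further: cells stimulated with NPY near EC25 plus isoproterenol at EC100; 0% = vehicle plus submaximal agonist and 100% = vehicle plus saturating agonist; some results beyond the cut were filed as inactive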
# S1P4 agonist – agonists of human S1P4 receptor | O95977 | S1P4-expressing cell line, agonist reporter assay | activation, % at 4.98 µM | actives 0.35% (n = 220,000); in the data active means activation above about 11%;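 further: 0% = DMSO vehicle and 100% = reference agonist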
# Target sequence (O95977 whole entry, looked up): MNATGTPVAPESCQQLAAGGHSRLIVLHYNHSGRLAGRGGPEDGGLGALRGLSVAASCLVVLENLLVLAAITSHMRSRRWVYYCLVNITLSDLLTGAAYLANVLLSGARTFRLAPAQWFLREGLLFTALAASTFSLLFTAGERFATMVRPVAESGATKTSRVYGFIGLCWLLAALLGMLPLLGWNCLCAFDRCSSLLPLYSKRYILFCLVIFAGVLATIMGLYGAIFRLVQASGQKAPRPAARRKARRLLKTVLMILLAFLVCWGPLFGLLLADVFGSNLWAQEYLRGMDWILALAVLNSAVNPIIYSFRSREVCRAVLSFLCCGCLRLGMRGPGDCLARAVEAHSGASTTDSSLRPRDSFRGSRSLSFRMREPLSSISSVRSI
# EP2 modulator – EP2 receptor (human) modulation. EP2-expressing cells, cAMP HTRF FRET, PGE2 co-stimulation. induction, % at 25 µM. actives 0.83% (n = 260,000). AID 940;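 active means compounds whose cAMP rise, as percent of the full-agonist control response, exceeds 60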;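 further: rat C6 glioma line stably carrying human EP2 under a CMV promoter; the protocol text gives 20 µM as final concentration; 100% = response of wells given 1 µM PGE2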
# NPY-Y1 antag – NPY-Y1 (human) receptor antagonism | inhibition, % at 3.6 µM | actives 1% (n = 200,000) | P25929 | HEK293-CNG Y1 cells, membrane potential fluorescence; NPY at EC95, then isoproterenol;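 active means inhibition above the campaign mean inhibition of all tested compounds plus 3 SD, cut at about 20% in these data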;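 further: 0% = DMSO wells given NPY plus isoproterenol and 100% = isoproterenol alone without NPY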
#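 Test system – HEK293 Y1/CNG channel cell line · Also added – NPY agonist 25 nM, then isoproterenol 1 µM plus Ro 20-1724 25 µM · Compound dosing – one concentration, 3.6 µM, in 0.4% DMSO · Schedule – compound incubation 1 h at room temperature, readout 45 min post-stimulation · Technique – fluorescence, membrane potential probe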
# S1P4 antag – antagonists of human S1P4 receptor. S1P4-expressing cells, antagonist mode, reporter read-out. actives 0.26% (n = 220,000). O95977. inhibition, % at 4.98 µM. AID 1510; in the data active means inhibition above about 29%;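 further: 0% = wells stimulated with agonist and 100% = vehicle wells without agonist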
# Numbers without * were called inactive; / = no result given; & = joins results of further samples.
SMILES,TRPML3 ag,zfTRPN1 agonist,NPY1 pot ag,CHOP inh,NPY-Y2 PAM-ag,S1P4 agonist,EP2 modulator,NPY-Y1 antag,S1P4 antag
O=C1Nc2cc(Cl)c(Cl)cc2N(O)N1c1ccccc1,1.3,-1.0,9.5,9.6,0.1,-3.4,21.8,1.3,-14.8
OCCC1CN(Cc2cnc(-c3ccc(Cl)cc3)nc2)CCN1C1CCCC1 (configuration not stated),2.4,5.5,-9.0,-2.9,7.3,0.5,-26.6,/,1.9
CSc1nsc(SCc2ccc(F)cc2)n1,0.4,-1.4,-8.6,58.4,-25.5,0.9,-57.3,1.7,-14.2
Cc1ccc2c(c1)Sc1ccccc1CC2=O,-0.5,-0.2,1.6,51.7,-5.3,0.6,37.0,-1.5,-21.2
Cc1ccc(S(=O)(=O)NCC(=O)NCC(=O)OCc2c(F)cccc2Cl)cc1,-0.2,-1.8,-0.2,10.4,-7.4,0.0,24.2,2.1,-9.8
C=CCOC(=O)C1=C(C)N=C2SCCC(=O)N2C1/C=C/c1ccccc1 (configuration not stated),-0.9,-2.1,-4.6,24.6,5.2,-0.6,59.8,9.8,-21.4
O=C(COC(=O)Cc1ccccc1F)Nc1cc(S(=O)(=O)N2CCOCC2)ccc1N1CCCC1,-0.2,-2.3,-2.3,4.3,13.3,0.7,0.3,-1.6,-9.5
CCOC(=O)c1c(NC(=O)c2nn(C)cc2[N+](=O)[O-])sc(C)c1C,0.4,-0.4,-8.5,2.8,-5.1,0.6,16.5&2.9,0.9,-16.6
CCCC(c1nnnn1CC1CCCO1)N1CCN(c2cc(Cl)ccc2C)CC1 (configuration not stated),-0.1,0.7,-13.2,59.0,-8.7,-0.3,-45.3,19.1,-11.1
CCOC(=O)N1CCc2c(sc3nc4n(c(=O)c23)N=C(c2ccc(OC)cc2)CS4)C1,0.9,1.2,-29.4,4.8,-0.7,-1.5,-12.1,/,-2.4
O=C1CC(C(=O)O)S/C(=N\N=C\c2ccc(Br)cc2)N1 (configuration not stated),1.4,-0.2,-29.9,-15.5,-31.7,-1.0,0.9,/,1.1
Cc1ccc(C(=O)NC(=S)Nc2cc(C(F)(F)F)ccc2Cl)cc1,0.4,-0.4,18.2,12.1,-1.8,1.6,1.9,-1.0,-14.4
Cc1ccc(S(=O)(=O)NC(CC(=O)n2nc(C)cc2C)c2ccccc2)cc1 (configuration not stated),-0.2,-1.6,-2.7,80.4*,-12.4,-3.6,44.4,3.5,-4.8
CC(C)OC(=O)c1c(NS(=O)(=O)c2ccccc2)sc2c1CCCC2,0.0,-1.0,-43.5,12.5,-24.5,0.8,19.9,3.3,-15.3
CN1CCN(S(=O)(=O)c2ccc3[nH]cc(C(=O)O)c(=O)c3c2)CC1,0.2,1.5,-5.6,-12.5,6.3,0.5,30.4,-1.0,8.3
Cc1cccn2c(=O)c(C=O)c(N3CCN(c4ccc(F)cc4)CC3)nc12,0.2,2.0,-13.2,14.9,-9.2,-0.8,-12.9,2.1,-17.6
CC(=O)c1ccc(OCc2cccc(C(F)(F)F)c2)cc1O,0.1,0.3,9.1,-10.3,-11.9,0.5,33.3,7.9,-0.8
CC(C)(C)C(=O)NC(=S)Nc1cc(C(=O)O)ccc1Cl,0.5,0.0,1.9,20.5,4.2,-3.1,-3.3,4.6,10.4
COc1ccc(CCNC(=O)C2CCN(Cc3nc(-c4ccccc4F)oc3C)CC2)cc1OC,-0.4,-0.3,-10.3,-7.6,-12.6,-0.3,-6.1,-1.1,-1.6
O=S1(=O)CC2NC(=S)N(c3cccc(Br)c3)C2C1 (configuration not stated),1.2,1.6,3.1,-5.8,0.8,-0.2,70.4*,/,26.0
O=C(NCCc1ccccc1)Nc1cccc(Cl)c1,0.9,2.3,2.8,31.1,10.3,-0.2,-67.5,10.0,-20.4
COc1ccc(-n2cnc3scc(-c4ccccc4)c3c2=O)cc1,0.1,0.1,-15.8,33.1,-6.6,0.0,-6.2,0.5,-8.5
CCOc1cc(/C=C2/C(=O)N(c3ccccc3)N=C2C)ccc1OC(=O)c1ccco1,0.1,0.4,5.1,1.3,-16.7,1.0,-7.4,0.8,-6.7
CCN1c2ccccc2N(C)C1(C)c1ccccc1 (configuration not stated),1.3,1.6,-4.0,32.1,-2.6,1.0,11.8,3.2,-7.9
CCOC(=O)C1=C(N)Oc2cc(C)n(CCc3ccc(OC)c(OC)c3)c(=O)c2C1c1cccnc1 (configuration not stated),-0.2,-0.3,22.7,33.8,1.3,-1.2,31.2,6.0,-6.2
C=CCc1cc(Cl)ccc1OCCOCCNC(C)CC (configuration not stated),1.3,1.4,9.8,-2.5,-4.5,2.1,-42.3,4.8,4.3
Cc1ccccc1CN1CCN(C/C=C/c2ccccc2)CC1,1.0,-0.2,-2.6,14.9,-16.4,0.3,13.3,1.9,-7.4
Cc1cc(C)c(NC(=O)C2CCC(=O)N2)c(C)c1 (configuration not stated),0.7,1.2,9.8,20.9,0.8,-0.4,10.2&19.1,1.6,3.0
Cc1ncc(CSc2nc3ccccc3[nH]2)c(N)n1,0.1,1.0,3.5,-6.6,5.4,-3.2,8.8,-2.4,-22.1
CCN1CCc2c(OCC(=O)Nc3ccc4c(c3)OCCO4)cccc2C1=O,0.5,0.5,-13.9,-11.3,-10.3,1.3,-34.7,2.4,-2.6
COc1cc(/C=N\N=C2/SC(CC(=O)O)C(=O)N2c2ccc(O)cc2)ccc1O (configuration not stated),0.0,0.2,-1.4,-0.2,-15.4,-1.2,10.7,0.4,-20.3
CC(C)(C)C(=O)Nc1ccccc1C(=O)Nc1cccnc1,0.8,1.5,-10.2,21.7,13.8,0.2,8.2,4.1,-23.0
COc1ccc(C(=O)CSc2nnc(CNC(=O)c3ccc(OC)c(OC)c3)n2C)cc1,-0.1,-0.8,2.0,2.2,6.8,-0.2,14.1,-5.3,-1.9
O=C(NC1CCCCC1)c1cccnc1C(=O)O,0.1,-0.1,-1.3,-5.3,-20.2,0.7,15.1,-3.9,-14.8
CCN1CC(=O)Nc2cc(S(=O)(=O)N3CCOCC3)ccc21,0.6,-2.2,-9.8,-4.3,8.2,-0.3,14.4,2.1,-3.1
N#Cc1c2c(c(NCCN3CCOCC3)n3c1nc1ccccc13)CCCC2,0.2,0.6,4.3,3.5,10.0,-0.1,24.8,4.4,4.5
Cc1cc(NC(=O)C(=O)NCCN2CCN(S(C)(=O)=O)CC2)ccc1Br,1.2,0.1,1.6,49.6,-5.3,0.6,-39.0,0.7,2.7
Fc1cc(Cl)ccc1NC(=S)NCCN1CCOCC1,0.5,0.1,-0.5,18.4,4.7,0.8,2.8,-0.1,-15.5
O=[N+]([O-])c1ccc(N2CCCC2)cc1NC1CC1,-1.3,-2.5,4.5,10.8,-2.6,-0.4,22.1,2.4,-0.8
Cc1ccc(S(=O)(=O)N2CCOCC2)cc1NC(=O)COC(=O)CNC(=O)c1ccc(Oc2ccccc2)cc1,0.8,2.3,2.4,17.5,4.2,0.8,-20.6,-2.2,-12.6
O=C(Cc1ccc(Cl)c(Cl)c1)Nc1ccc2[nH]c(=O)[nH]c2c1,0.5,1.2,-0.3,98.4*,-1.5,0.3,6.0,6.9,2.4
O=C(CN(c1ccc2c(c1)OCCO2)S(=O)(=O)c1ccccc1)Nc1ccc2c(c1)OCO2,0.0,0.6,1.2,-2.4,-1.1,1.0,14.0,2.3,-30.0
CCOC(=O)Cc1nn(Cc2ccccc2)c(=O)c2ccccc12,-0.1,-1.2,11.0,14.4,-4.7,-0.1,15.2,-3.2,-18.5
COc1ccc(CCN(C)CC(O)c2ccccc2)cc1OC (configuration not stated),0.5,-0.5,6.9,12.7,10.2,-1.8,30.3,-3.1,-7.4
CCOC(=O)C1CCN(C(=O)COc2ccc(N(C)S(=O)(=O)c3ccc(OCC)cc3)cc2)CC1,0.0,-1.2,-17.7,-5.1,-7.2,0.4,-13.3,-1.2,-5.2
CCOC(=O)C1CCCN(C(=O)c2ccccc2Oc2ccccc2)C1 (configuration not stated),-0.7,-1.2,-36.3,17.8,15.3,2.5,11.4,4.5,-8.9
COc1ccc(NC(=O)c2cccc(NC(=O)C(C)C)c2)c([N+](=O)[O-])c1,-0.1,0.8,-6.8,18.9,-10.6,1.2,9.2,0.1,-8.0
CCOc1cc(N2CCOCC2)c(OCC)cc1NC(=O)Cn1[nH]c(=O)c2ccccc2c1=O,1.1,0.3,10.4,-18.3,6.5,1.0,22.7,1.5,-1.4
Cc1ccc(S(=O)(=O)N2CCCC2C(=O)NCc2ccc3c(c2)OCO3)cc1 (configuration not stated),-0.3,-1.8,2.5,8.1,-8.5,2.3,-6.3&15.0,4.2,5.3
O=[N+]([O-])c1cc(C(F)(F)F)ccc1Sc1nccn1Cc1ccccc1,-0.5,-1.7,-38.6,37.7,-14.7,2.2,16.7,11.5,-16.3
CCOc1ccccc1C(=O)NC(CO)C(=O)O (configuration not stated),0.2,0.8,-0.9,3.6,0.5,-0.5,9.2,0.0,14.9
COc1ccc(C(=O)N2CCCC(c3nc(-c4cc(OC)c(OC)c(OC)c4)no3)C2)cc1 (configuration not stated),-0.4,-0.6,0.2,20.3,-12.9,0.6,-1.6,5.9,-13.9
O=C(NCC1CCCO1)c1nc2c(nnn2Cc2ccccc2Cl)c(=O)[nH]1 (configuration not stated),-0.1,-0.4,-19.8,2.3,-19.6,-0.2,6.7,3.6,-8.4
C/C(=N/NC(=O)c1cccs1)c1cccs1,0.6,0.3,4.5,-38.1,-2.1,1.4,-21.7,/,-27.9
Nc1nc2c(ncn2COC(CO)CO)c(=O)[nH]1,0.1,-0.1,-8.2,-0.2&61.0,0.6,-2.3,19.0&27.7,0.5,-8.6
CCCc1nc(SCC(=O)N2CCC(Cc3ccccc3)CC2)c2c(=O)n(C)c(=O)n(C)c2n1,0.3,1.5,23.5,65.3,-8.1,-1.1,11.4,2.4,5.0
COc1ccc(/C(C#N)=C/c2ccccn2)cc1,2.0,-0.1,0.6,-12.9,-6.9,0.7,10.3,/,4.7

# Four compounds out of the list above, ordered by their value in NPY1 pot ag, rising:
molecule	TRPML3 ag	NPY1 pot ag	CHOP inh	NPY-Y2 PAM-ag	S1P4 agonist	EP2 modulator	NPY-Y1 antag	S1P4 antag
COc1ccc(NC(=O)c2cccc(NC(=O)C(C)C)c2)c([N+](=O)[O-])c1	-0.1	-6.8	18.9	-10.6	1.2	9.2	0.1	-8.0
CCOc1ccccc1C(=O)NC(CO)C(=O)O (configuration not stated)	0.2	-0.9	3.6	0.5	-0.5	9.2	0.0	14.9
COc1ccc(/C(C#N)=C/c2ccccn2)cc1	2.0	0.6	-12.9	-6.9	0.7	10.3	/	4.7
Cc1ccc(S(=O)(=O)N2CCCC2C(=O)NCc2ccc3c(c2)OCO3)cc1 (configuration not stated)	-0.3	2.5	8.1	-8.5	2.3	-6.3&15.0	4.2	5.3

# Compound activity: PubChem, several laboratories
